MsrA inh: bovine MsrA inhibition. purified bovine MsrA, absorbance read-out. inhibition, % at 15.5 µM. 360,000 tested, 0.75% active. AID 651718; in the data active means inhibition above about 4.5%;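 further: 0% = vehicle wells with enzyme and 100% = reference inhibitor wells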
E coli Lon inh: inhibits E. coli Lon protease | P0A9M0 | purified E. coli Lon protease, fluorescence polarization | inhibition, % at 7.94 µM | 360,000 tested, 0.42% active; in the data active means inhibition above about 13%, passing the limit was not always enough;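 further: 0% = enzyme with probe and DMSO and 100% = no enzyme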
CSN inh: inhibitors of human CSN-mediated cullin deneddylation; inhibition, % at 12.5 µM; AID 651999; Q92905; Purified CSN, SCF-Nedd8-OG deneddylation, fluorescence polarization; 360,000 tested, 0.38% active;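 active means pattern-corrected inhibition above about 35%, with an unprinted fluorescence ratio check between 0.5 and 1.5, limit read from the data, passing the limit was not always enough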;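 further: 0% = enzyme with substrate and 100% = substrate without enzyme; some results filed as inactive read as strong as hits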
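Test system: purified human Csn5 enzyme expressed in HEK293T cells. Amount: 0.24 nM enzyme. Reagent: SCFSkp2-Nedd8OG substrate at 10 nM final. Schedule: 90 min incubation of compound, enzyme and substrate at room temperature. Detection: fluorescence polarization. Read-out: % inhibition of substrate cleavage by Csn5.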
PABP1 MLLE inh: inhibitors of microRNA-mediated deadenylation, human PABP1 MLLE binding; P11940; GST-MLLE / FITC-PAM2 fluorescence polarization; inhibition, % at 20 µM; 360,000 tested, 0.36% active; in the data active means inhibition above about 35%, passing the limit was not always enough;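 further: plate controls were DMSO wells with GST-MLLE for no effect and wells lacking GST-MLLE protein for full effect; some results filed as inactive read as strong as hits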
Rin1 Abl inh: blocks binding of human Rin1 to Abl | inhibition, % at 7.35 µM | TR-FRET Rin1/Abl binding, biochemical | AID 588664 | 360,000 tested, 0.4% active; in the data active means inhibition above about 5%, passing the limit was not always enough
Neddyl block: blocks human cullin neddylation. P61081+Q13564. TR-FRET cullin neddylation, biochemical. calls only at 25 µM. 360,000 tested, 0.58% active; in the data active means inhibition above about 36%
TbMetRS inhib: Trypanosoma brucei MetRS inhibition; purified T. brucei MetRS, ATP depletion, Kinase-Glo luminescence; inhibition, % at 11.9 µM; 360,000 tested, 0.4% active; AID 624268;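 active means inhibition above a per-plate cutoff of the control wells' mean inhibition plus 3 SD, cut at about 5.5% in these data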;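 further: 0% = DMSO wells median and 100% = median of wells with control inhibitor compound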
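Material: T. brucei methionyl-tRNA synthetase, purified; reagent: substrates ATP, L-methionine and bulk Escherichia coli tRNA; dosing: 11.9 µM single point; timing: 15 min plus 2 h at 25 °C; detection: luminescence of leftover ATP; evaluation: % inhibition; control set: DMSO-only wells as low control; replicates: singlicate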
FAS TE block: blocks the thioesterase domain of human fatty acid synthase; recombinant FAS-TE, OMFH fluorogenic substrate, fluorescence endpoint; inhibition, % at 15 µM; 360,000 tested, 0.67% active;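 active means compounds whose normalised, plate-corrected inhibition of enzyme fluorescence in the single-dose primary screen is 50% or more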;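 further: 0% = DMSO with enzyme and 100% = substrate without enzyme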
MsrA act: activates bovine MsrA enzyme | purified bovine MsrA, absorbance read-out | activation, % at 10.6 µM | 360,000 tested, 0.3% active | AID 602163; in the data active means activation above about 7.5%;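 further: 0% = vehicle and 100% = reference activator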
* = called active by the depositor.

What do the screens show for `CCOC(=O)C1(CCOC)CCN(C(=O)Cc2ccc3ccccc3c2)CC1`?
MsrA inh: -0.1; E coli Lon inh: -6; CSN inh: 1; PABP1 MLLE inh: 6; Rin1 Abl inh: 0; Neddyl block: inactive; TbMetRS inhib: 0.0; FAS TE block: 2; MsrA act: -3

Results for CC(C)C(=O)Nc1cccc(C(=O)Nc2nnc(C(C)(C)C)s2)c1 ?
MsrA inh: 0.4; E coli Lon inh: -4; CSN inh: 0; PABP1 MLLE inh: -8; Rin1 Abl inh: 5; Neddyl block: inactive; TbMetRS inhib: -0.3; FAS TE block: -7; MsrA act: 4

How did CC(CN1CCOCC1)C(=O)c1ccccc1 (configuration not stated) do in these assays?
MsrA inh: -0.9; E coli Lon inh: 1; CSN inh: -2; PABP1 MLLE inh: -6; Rin1 Abl inh: 6; Neddyl block: inactive; TbMetRS inhib: -0.3; FAS TE block: -6; MsrA act: -1

How did CCC(C)OC(=O)C1=C(C)NC2=C(C(=O)C(C(=O)OC)C(C)C2)C1c1ccc(N(C)C)cc1 (configuration not stated) do in these assays?
MsrA inh: 1.6; E coli Lon inh: -2; CSN inh: -1; PABP1 MLLE inh: -8; Rin1 Abl inh: 1; Neddyl block: inactive; TbMetRS inhib: -0.8; FAS TE block: 13; MsrA act: -9

What do the screens show for `O=C(N/C(=C\c1ccc(F)cc1)C(=O)N1CCCCCC1)c1ccccc1`?
MsrA inh: 0.7; E coli Lon inh: -2; CSN inh: -5; PABP1 MLLE inh: -3; Rin1 Abl inh: -2; Neddyl block: inactive; TbMetRS inhib: -0.6; FAS TE block: -1; MsrA act: -4

What do the screens show for `C[C@H](CO)N1C[C@H](C)[C@@H](CN(C)S(=O)(=O)c2cn(C)cn2)Oc2c(NS(=O)(=O)c3cn(C)cn3)cccc2C1=O`?
MsrA inh: 1.4; E coli Lon inh: -10; CSN inh: 4; PABP1 MLLE inh: 14; Rin1 Abl inh: -2; Neddyl block: inactive; TbMetRS inhib: -1.1; FAS TE block: -9; MsrA act: -3

How did CC(C)C(Sc1nc(-c2ccccc2)cc(-c2ccccc2)c1C#N)C(=O)O (configuration not stated) do in these assays?
MsrA inh: -0.3; E coli Lon inh: -10; CSN inh: 7; PABP1 MLLE inh: 12; Rin1 Abl inh: -4; Neddyl block: inactive; TbMetRS inhib: 0.3; FAS TE block: 4; MsrA act: 0

What do the screens show for `CN(C)CCC1(c2ccccc2)CCN(C)C1=O` (configuration not stated)?
MsrA inh: -0.4; E coli Lon inh: 5; CSN inh: -3; PABP1 MLLE inh: -4; Rin1 Abl inh: -5; Neddyl block: inactive; TbMetRS inhib: -0.2; FAS TE block: -7; MsrA act: 0

What do the screens show for `CC(C)[C@H](NC(=O)NCCc1ccccc1)C(=O)O`?
MsrA inh: 0.1; E coli Lon inh: 4; CSN inh: -5; PABP1 MLLE inh: 12; Rin1 Abl inh: 0; Neddyl block: inactive; TbMetRS inhib: 0.2; FAS TE block: -10; MsrA act: 0

What do the screens show for `CCCCN(C(=O)CCN1C(=O)C2CC=CCC2C1=O)c1c(N)n(CCCC)c(=O)[nH]c1=O` (configuration not stated)?
MsrA inh: 0.0; E coli Lon inh: 0; CSN inh: 1; PABP1 MLLE inh: -6; Rin1 Abl inh: 0; Neddyl block: inactive; TbMetRS inhib: -0.3; FAS TE block: -6; MsrA act: -2

Results for CC(=O)Nc1ccc(S(=O)(=O)Nc2cccn(Cc3ccc(C)cc3)c2=O)cc1 ?
MsrA inh: 0.6; E coli Lon inh: -2; CSN inh: 17; PABP1 MLLE inh: -3; Rin1 Abl inh: 1; Neddyl block: inactive; TbMetRS inhib: -0.1; FAS TE block: -1; MsrA act: -4

How did Cc1ccc(CN(C(=O)c2ccccc2C)C2CCS(=O)(=O)C2)o1 (configuration not stated) do in these assays?
MsrA inh: -0.3; E coli Lon inh: 1; CSN inh: 4; PABP1 MLLE inh: 2; Rin1 Abl inh: 1; Neddyl block: inactive; TbMetRS inhib: -0.3; FAS TE block: -4; MsrA act: -7

How did CC(=O)NC(CC(=O)NNC(=O)c1cc2ccccc2cc1O)c1ccccc1 (configuration not stated) do in these assays?
MsrA inh: 3.0; E coli Lon inh: -19; CSN inh: -4; PABP1 MLLE inh: 1; Rin1 Abl inh: -3; Neddyl block: inactive; TbMetRS inhib: 1.6; FAS TE block: -4; MsrA act: -2

What do the screens show for `CC(C)(C)OC(=O)N1CCC[C@H]1C(=O)N/N=C/c1cccc2nccnc12`?
MsrA inh: 1.0; E coli Lon inh: -10; CSN inh: 2; PABP1 MLLE inh: -13; Rin1 Abl inh: -4; Neddyl block: inactive; TbMetRS inhib: 0.1; FAS TE block: -8; MsrA act: -2

Results for O=C(C1CCN(S(=O)(=O)c2cccs2)CC1)N1CCCC(C(F)(F)F)C1 (configuration not stated) ?
MsrA inh: -0.3; E coli Lon inh: -16; CSN inh: -2; PABP1 MLLE inh: 10; Rin1 Abl inh: 4; Neddyl block: inactive; TbMetRS inhib: -0.3; FAS TE block: 7; MsrA act: -5

What do the screens show for `CCOCCCn1c(=O)c(NC(=O)c2ccc(OCC)cc2)c2n(c1=S)CCCCC2`?
MsrA inh: 1.2; E coli Lon inh: 1; CSN inh: 1; PABP1 MLLE inh: 4; Rin1 Abl inh: -1; Neddyl block: inactive; TbMetRS inhib: 0.3; FAS TE block: 12; MsrA act: -2

How did CCO[C@@H]1OC(C(=O)NC2CC2)=C[C@H](c2ccc(C(F)(F)F)cc2)[C@H]1CCCO do in these assays?
MsrA inh: -0.7; E coli Lon inh: 1; CSN inh: 2; PABP1 MLLE inh: 1; Rin1 Abl inh: 4; Neddyl block: inactive; TbMetRS inhib: -0.1; FAS TE block: -6; MsrA act: -10

Results for CCOc1ccc(N2C(=O)CSC2c2ccncc2)cc1 (configuration not stated) ?
MsrA inh: -1.2; E coli Lon inh: 3; CSN inh: -3; PABP1 MLLE inh: 16; Rin1 Abl inh: 6; Neddyl block: inactive; TbMetRS inhib: -2.1; FAS TE block: -1; MsrA act: -12

What do the screens show for `CCCCn1nnc(NC(=O)C(c2ccccc2)c2ccccc2)n1`?
MsrA inh: -1.2; E coli Lon inh: 3; CSN inh: 0; PABP1 MLLE inh: 6; Rin1 Abl inh: 3; Neddyl block: inactive; TbMetRS inhib: -0.3; FAS TE block: -4; MsrA act: -3

How did O=C(NC1CCCCC1)c1nn2c(C(F)(F)F)cc(-c3ccco3)nc2c1Br do in these assays?
MsrA inh: -0.4; E coli Lon inh: -23; CSN inh: 8; PABP1 MLLE inh: -10; Rin1 Abl inh: 3; Neddyl block: inactive; TbMetRS inhib: 0.5; FAS TE block: 0; MsrA act: -8

How did O=C1c2cccc(NCCNCCO)c2C(=O)c2cccc(NCCNCCO)c21 do in these assays?
MsrA inh: 0.8; E coli Lon inh: 16; CSN inh: -2; PABP1 MLLE inh: 20; Rin1 Abl inh: -21; Neddyl block: inactive; TbMetRS inhib: -0.5; FAS TE block: -2; MsrA act: -9

Results for COc1ccc(CCC(=O)NNC(=S)Nc2cccc(C(C)=O)c2)cc1 ?
MsrA inh: 1.6; E coli Lon inh: -1; CSN inh: -11; PABP1 MLLE inh: 21; Rin1 Abl inh: 4; Neddyl block: inactive; TbMetRS inhib: 0.1; FAS TE block: -1; MsrA act: -9

Results for CCCc1cc(=O)oc2cc(OCC(=O)NCCCN3CCCC3=O)ccc12 ?
MsrA inh: 1.3; E coli Lon inh: -3; CSN inh: 0; PABP1 MLLE inh: -5; Rin1 Abl inh: -8; Neddyl block: inactive; TbMetRS inhib: -0.5; FAS TE block: -7; MsrA act: 2

How did C[C@@H]1CN([C@@H](C)CO)S(=O)(=O)c2ccc(-c3ccccc3)cc2O[C@@H]1CN(C)Cc1ccccc1C(=O)O do in these assays?
MsrA inh: -0.4; E coli Lon inh: -5; CSN inh: -2; PABP1 MLLE inh: -3; Rin1 Abl inh: 1; Neddyl block: inactive; TbMetRS inhib: -1.2; FAS TE block: -7; MsrA act: -2

What do the screens show for `Nc1nnc(CC(=O)N/N=C/c2cc([N+](=O)[O-])cc(Br)c2O)s1`?
MsrA inh: 0.8; E coli Lon inh: -7; CSN inh: 2; PABP1 MLLE inh: -86; Rin1 Abl inh: 1; Neddyl block: inactive; TbMetRS inhib: 1.1; FAS TE block: 24; MsrA act: -6

What do the screens show for `C/C(=N\NC(=O)c1c(Br)c(C)nn1C)c1cccc(NC(=O)C2CCC2)c1`?
MsrA inh: 0.7; E coli Lon inh: 3; CSN inh: 3; PABP1 MLLE inh: -2; Rin1 Abl inh: -6; Neddyl block: inactive; TbMetRS inhib: -0.1; FAS TE block: -2; MsrA act: -2

Results for Cc1nc([N+](=O)[O-])c(C(=O)O)n1C ?
MsrA inh: 0.5; E coli Lon inh: -5; CSN inh: 1; PABP1 MLLE inh: -14; Rin1 Abl inh: 0; Neddyl block: inactive; TbMetRS inhib: -0.5; FAS TE block: -5; MsrA act: -6

What do the screens show for `CC1CN(S(=O)(=O)c2cccc(C(=O)N3CCC(C(N)=O)CC3)c2)CC(C)O1` (configuration not stated)?
MsrA inh: 0.0; E coli Lon inh: 4; CSN inh: 2; PABP1 MLLE inh: 5; Rin1 Abl inh: 4; Neddyl block: inactive; TbMetRS inhib: -0.2; FAS TE block: -7; MsrA act: -2

How did COc1cc(/C=N/NC(=O)C(=O)NCc2cccnc2)cc(OC)c1OC do in these assays?
MsrA inh: 1.4; E coli Lon inh: 3; CSN inh: -5; PABP1 MLLE inh: -9; Rin1 Abl inh: 1; Neddyl block: inactive; TbMetRS inhib: 0.7; FAS TE block: -6; MsrA act: -4

How did COc1ccc(CCNC(=O)c2cc(COc3c(C)cccc3C)on2)c(OC)c1 do in these assays?
MsrA inh: 0.0; E coli Lon inh: -9; CSN inh: -1; PABP1 MLLE inh: -4; Rin1 Abl inh: -1; Neddyl block: inactive; TbMetRS inhib: 0.1; FAS TE block: 24; MsrA act: -1

What do the screens show for `O=C(CCn1cnc2ccccc2c1=O)Nc1nc(-c2ccc(Br)cc2)cs1`?
MsrA inh: -0.7; E coli Lon inh: 6; CSN inh: 8; PABP1 MLLE inh: -52; Rin1 Abl inh: -1; Neddyl block: inactive; TbMetRS inhib: -0.1; FAS TE block: -2; MsrA act: -3

What do the screens show for `CN(C)c1ccc(C=NCC2(O)CCOC(C)(C)C2)cc1` (configuration not stated)?
MsrA inh: 5.2*; E coli Lon inh: -3; CSN inh: 3; PABP1 MLLE inh: 0; Rin1 Abl inh: -3; Neddyl block: inactive; TbMetRS inhib: -0.7; FAS TE block: -8; MsrA act: -10
